PRMT1 inh – inhibitors of human PRMT1; Q99873; recombinant PRMT1, activity-based probe fluorescence polarization; inhibition, % at 2.79 µM; hit rate 1.3% among 370,000; AID 652257;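 active = inhibition above about 21% made by adding two undisclosed values, limit read from the data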
Target sequence (Q99873 whole entry, looked up): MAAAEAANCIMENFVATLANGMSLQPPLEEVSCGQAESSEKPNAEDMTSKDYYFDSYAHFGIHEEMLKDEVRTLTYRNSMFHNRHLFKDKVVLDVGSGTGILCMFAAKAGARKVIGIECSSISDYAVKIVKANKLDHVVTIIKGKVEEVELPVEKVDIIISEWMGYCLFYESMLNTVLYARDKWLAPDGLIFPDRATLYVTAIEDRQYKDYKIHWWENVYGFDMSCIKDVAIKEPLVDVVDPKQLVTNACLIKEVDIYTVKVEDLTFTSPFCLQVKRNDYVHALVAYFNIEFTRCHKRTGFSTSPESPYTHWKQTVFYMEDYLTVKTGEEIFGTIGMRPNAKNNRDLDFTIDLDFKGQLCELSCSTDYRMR
NR1D1 modulator – modulates human Rev-erb alpha binding to DNA | hit rate 0.79% among 370,000 | Rev-erbα–FITC-DNA binding, fluorescence polarization, 90 min | P20393 | AID 1259318 | activity, % at 10 µM;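 active = activity above about 14%, limit read from the data; passing the limit was not always enough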;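 note: 0% = DMSO wells with 35 nM protein and 100% = DMSO wells with 750 nM protein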
rCAG RNA binder – molecules binding r(CAG) RNA repeats. inhibition, % at 3 µM. AID 651821. r(CAG) RNA repeat, TO-PRO-1 dye displacement fluorescence. hit rate 1.3% among 370,000;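 active = inhibition above the plate cutoff, the mean of all test compounds on that plate plus 3 SD, cut at about 35% in these data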;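 note: 0% = DMSO alone and 100% = 100 µM mitoxantrone as full dye displacement; higher means more dye released from RNA so lower well fluorescence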
LEDGF integ inh – blocks HIV-1 LEDGF/p75-dependent DNA integration; TR-FRET IN-LEDGF/p75 DNA integration, Eu/Cy5; inhibition, % at 3.7 µM; hit rate 0.64% among 370,000;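 active = inhibition above the screen-wide mean plus 3 SD, cut at about 13% in these data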;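 note: signal is the Cy5 over europium emission ratio at 671 and 618 nm; 0% = plate median of compound wells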
ABHD4 inh – ABHD4 (mouse) inhibition, primary FP screen | purified mABHD4, FP-Rh probe fluorescence polarization | inhibition, % at 8.92 µM | hit rate 0.54% among 370,000;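 active = inhibition exceeding the mean over every tested compound plus 3 SD, cut at about 30% in these data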;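 note: 0% = plate median of compound wells and 100% = S159A mutant with DMSO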
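System: mouse ABHD4 enzyme, wild type / Medium: HEPES pH 7.0, NaCl, Pluronic buffer / Reagent: FP-Rh activity-based fluorescent probe / Control set: S159A mutant high control, sample median low control / Detection: fluorescence polarization with parallel and perpendicular emission, 525/598 nm / Schedule: 45 min + 60 min at 25 °C / Compound dosing: 8.92 µM, single dose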
TDP2 absorb – blocks human TDP2 phosphodiesterase activity | recombinant TDP2, T5PNP hydrolysis, p-nitrophenol absorbance 415 nm | O95551 | hit rate 0.34% among 370,000 | inhibition, % at 12.8 µM;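 active = inhibition above the mean of all tested compounds plus 3 SD, set per campaign, cut at about 25% in these data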;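 note: 0% = DMSO with enzyme and 100% = buffer with substrate but no TDP2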
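Evaluation: % inhibition relative to enzyme-containing and enzyme-free wells. Material: recombinant human TDP2. Benchmarks: enzyme-free and DMSO wells. Timing: enzyme reaction with compound for 2 h at 37 °C. Compound dosing: 12.8 µM only. Measured by: p-Nitrophenol epi absorbance. Reagent: T5PNP substrate at 5 mM, a TopII-DNA adduct mimic. Replication: single well per compound.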
SIAE primary – inhibitors of human sialic acid acetylesterase SIAE | SIAE FP-Rh probe binding, fluorescence polarization | AID 1053197 | Q9HAT2 | hit rate 0.69% among 370,000 | inhibition, % at 9.66 µM;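 active = inhibition above a cutoff: mean of compounds within the control limits plus 3 SD of those, cut at about 17% in these data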;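 note: 0% = plate median of compound wells and 100% = probe without SIAE protein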
Target sequence (Q9HAT2 whole entry, looked up): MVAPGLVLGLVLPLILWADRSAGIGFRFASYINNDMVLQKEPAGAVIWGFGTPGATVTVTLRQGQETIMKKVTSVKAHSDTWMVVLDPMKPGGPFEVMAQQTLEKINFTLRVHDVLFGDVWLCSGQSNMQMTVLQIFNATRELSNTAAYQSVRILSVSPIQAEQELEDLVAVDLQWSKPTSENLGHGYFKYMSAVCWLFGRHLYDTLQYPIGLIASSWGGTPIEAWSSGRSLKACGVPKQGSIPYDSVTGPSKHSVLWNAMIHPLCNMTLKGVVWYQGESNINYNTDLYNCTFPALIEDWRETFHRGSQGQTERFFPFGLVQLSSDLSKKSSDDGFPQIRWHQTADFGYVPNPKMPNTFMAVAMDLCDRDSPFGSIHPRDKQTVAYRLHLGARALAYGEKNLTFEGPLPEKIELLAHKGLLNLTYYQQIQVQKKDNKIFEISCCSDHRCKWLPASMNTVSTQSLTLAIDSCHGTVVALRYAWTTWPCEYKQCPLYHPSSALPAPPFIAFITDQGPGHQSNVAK
HTRA1 inh – blocks human HTRA1 serine peptidase | AID 504803 | hit rate 0.5% among 340,000 | recombinant HTRA1, FP-rhodamine activity-based probe, fluorescence polarization | Q92743 | inhibition, % at 5.96 µM; in the data active = inhibition above about 36%;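 note: 0% = enzyme with DMSO and 100% = wells lacking enzyme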
TCR-CD3 inh – human TCR-CD3 binding inhibition; TAMRA-labeled TCR probe fluorescence, biochemical; inhibition, % at 9.4 µM; hit rate 0.37% among 360,000; AID 651800; in the data active = inhibition above about 19%;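 note: recombinant mutant TCR 2C K166C tagged with TAMRA read by polarization; 0% = receptor in buffer alone and 100% = receptor with positive control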
PG9 Ab binder – small molecules binding HIV-1 gp120 antibody PG9 | inhibition, % at 6.7 µM | hit rate 0.43% among 360,000 | AID 624416 | TR-FRET gp120-PG9 antibody binding; in the data active = inhibition above about 8.5%
* marks the source's active call; other numbers are inactive results; nt = not tested or not shown. These rows are one share of the data (hit frequency here may not be typical).

Compound	PRMT1 inh	NR1D1 modulator	rCAG RNA binder	LEDGF integ inh	ABHD4 inh	TDP2 absorb	SIAE primary	HTRA1 inh	TCR-CD3 inh	PG9 Ab binder
CC1(C)Cc2c(sc(NC(=O)c3ccc(C(=O)c4ccccc4)cc3)c2C(N)=O)C(C)(C)N1	2.5	-0.6	8.5	-5.0	-1.5	5.0	-2.6	-25.3	-2.6	-0.5
Cc1ccc(C)c(C(C)NC(=O)c2ccccc2Br)c1 (stereo not given)	3.8	-0.1	-4.0	-3.1	-0.7	-4.9	2.6	-5.1	-9.2	-1.0
COc1cc(OC)nc(NC(=O)NS(=O)(=O)c2ccc(F)cc2)n1	-0.1	-3.4	1.4	1.1	-6.3	11.9	0.0	nt	-0.6	-0.8
CCC(Sc1nc(=O)cc(N)n1-c1cccc(C)c1)C(=O)Nc1cc(C)on1 (stereo not given)	1.1	5.6	3.3	-0.8	-14.2	8.2	-11.2	-22.7	4.4	-1.9
CCO[C@@H]1OC(C(=O)N2CCCCCCC2)=C[C@H](c2csc3ccccc23)[C@H]1CCCO	-0.4	1.8	-4.1	0.6	4.3	7.2	6.8	-10.3	2.8	-1.1
Cc1nccc(-c2ccc(-n3cnc4ccccc43)cc2)n1	-0.9	0.1	-0.1	-1.1	5.0	2.3	0.1	-7.5	-2.0	-2.6
O=C(Oc1cccc(/C=N/Nc2nc(Nc3ccccc3)nc(N3CCOCC3)n2)c1)c1ccco1	-0.1	5.2	8.5	-0.9	-29.9	9.1	-44.4	-3.9	1.1	-2.4
O=C(Cn1cnc2c(NCc3ccccc3)ncnc21)NCc1nc2ccccc2[nH]1	3.8	-0.9	2.2	-1.3	0.2	10.0	0.6	0.5	-6.8	1.6
NC(=O)c1ccc[n+](CC(=O)Nc2ccccc2C(=O)O)c1	-3.5	0.3	2.0	5.8	5.1	4.4	5.3	-2.0	1.1	-0.8
CC1CCCCN1CCCNC(=O)c1ccc2c(c1)NC(=O)CN2C (stereo not given)	0.3	-5.3	7.3	1.3	2.9	-2.7	0.1	4.0	5.2	-1.5
Cc1cc(NC(=O)c2ccc(NS(=O)(=O)c3ccc(F)cc3)cc2)no1	0.9	0.8	5.0	-0.7	4.8	10.2	-0.6	nt	nt	nt
COc1ccc(C(C)(C)C)cc1NC(=O)c1ccc2c(c1)SC1=NS(=O)(=O)CCN12	-0.6	-0.2	-0.6	2.3	-0.2	0.9	-3.3	6.7	0.6	0.7

Single records, as listed above.
Shown for CCC(Sc1nc(=O)cc(N)n1-c1cccc(C)c1)C(=O)Nc1cc(C)on1 (stereo not given) → PRMT1 inh = 1.1; NR1D1 modulator = 5.6; rCAG RNA binder = 3.3; LEDGF integ inh = -0.8; ABHD4 inh = -14.2; TDP2 absorb = 8.2; SIAE primary = -11.2; HTRA1 inh = -22.7; TCR-CD3 inh = 4.4; PG9 Ab binder = -1.9
Shown for Cc1ccc(C)c(C(C)NC(=O)c2ccccc2Br)c1 (stereo not given) → PRMT1 inh = 3.8; NR1D1 modulator = -0.1; rCAG RNA binder = -4.0; LEDGF integ inh = -3.1; ABHD4 inh = -0.7; TDP2 absorb = -4.9; SIAE primary = 2.6; HTRA1 inh = -5.1; TCR-CD3 inh = -9.2; PG9 Ab binder = -1.0

Carrying on.
Compound	PRMT1 inh	NR1D1 modulator	rCAG RNA binder	LEDGF integ inh	ABHD4 inh	TDP2 absorb	SIAE primary	HTRA1 inh	TCR-CD3 inh	PG9 Ab binder
CCc1nnc(NS(=O)(=O)c2ccc(NS(=O)(=O)c3ccccc3[N+](=O)[O-])cc2)s1	0.3	-0.5	11.8	-2.1	-1.2	15.2	6.7	-3.8	4.7	-2.4
O=C(NCc1ccccc1Cl)C1CCCN(S(=O)(=O)c2cccc3nsnc23)C1 (stereo not given)	-1.5	-1.2	-3.1	1.3	-0.9	7.3	0.6	2.0	-3.4	-0.3
CCCc1nnc(SCC(=O)NC2CC2)n1CC	1.8	-1.7	-2.9	10.2	4.6	0.5	1.1	8.2	0.5	-0.3
Cc1cc(NC(=O)Cn2c(=O)c3c(ncn3CC(C)C)n(Cc3ccccc3)c2=O)no1	-0.9	-2.7	-1.5	-2.0	-0.3	-7.2	-1.4	-1.7	0.7	-0.5
CN1CCN(NC(=O)c2ccc(S(=O)(=O)N3CCCCCC3)cc2)CC1	-3.2	0.6	-3.6	5.8	-1.4	-8.0	-4.2	1.9	9.1	2.1
Cc1cc(NC(=O)CSc2nc(-c3cccs3)cc(C(F)(F)F)n2)no1	2.4	10.4	-1.1	-3.1	-1.9	-4.8	-8.9	-2.2	-3.0	24.3*
CN(C)S(=O)(=O)c1ccc(Cl)c(NC(=O)COC(=O)CNS(=O)(=O)c2c(F)cccc2F)c1	-0.3	-2.6	6.3	2.0	2.2	1.9	-8.9	-12.0	-3.8	-1.0
CCOC(=O)C1(C)/C(=N/Nc2ccc(S(N)(=O)=O)cc2)C(=O)C(=O)N1c1ccccc1 (stereo not given)	2.6	13.0	22.5	3.8	3.4	-3.9	1.3	0.2	5.8	0.5
Cc1ccc(S(=O)(=O)NN)c(C)c1N1CCCC1=O	0.1	0.9	-0.3	-2.2	1.5	14.7	1.3	-1.6	-3.5	-0.9
CC(O)(c1cccnc1)c1nc(-c2cccc3cccnc23)cs1 (stereo not given)	-1.6	-21.0	1.3	2.4	-3.4	-11.0	-1.2	nt	4.9	-2.9
Clc1ccc(Oc2cnns2)cc1Cl	-1.7	2.0	0.3	-1.7	2.2	-6.3	10.4	-1.5	6.4	-0.6
Cc1cc(C(=O)OCC(=O)NCc2ccc(F)cc2)c2ccccc2n1	-1.3	7.7	3.3	-0.6	-0.9	-7.1	-1.5	-1.9	-6.0	-0.1
CC(NC(=O)C1CCN(C(=O)c2ccc(F)cc2)CC1)c1ccc(S(N)(=O)=O)cc1 (stereo not given)	-7.1	-6.7	2.8	2.9	0.9	-11.2	-2.0	-0.7	1.9	-1.3
Oc1c(/C=N/c2ncn[nH]2)ccc2ccccc12	-2.1	-3.5	2.4	3.6	7.3	6.4	10.8	0.1	0.9	0.7
N#Cc1ccccc1OCC(=O)Nc1nc(-c2ccccn2)cs1	2.0	8.9	9.2	4.3	-1.1	-9.1	-4.3	13.1	5.3	0.7
COCCCn1cc(CN2CC(N3CCN(Cc4ccccc4F)CC3)CS2(=O)=O)nn1 (stereo not given)	-0.4	-6.6	1.8	-3.0	3.4	-4.5	9.4	nt	4.4	-0.3
COc1cc(OC)cc(C(=O)Nc2nc3ccccc3[nH]2)c1	-5.2	0.8	1.9	1.6	35.6*	0.1	0.7	-6.3	4.3	0.1
O=C(CN1C(=O)NC2(CCCCC2)C1=O)Nc1ccccc1Cl	-7.4	-6.4	-0.7	-0.7	6.4	8.0	-2.3	1.2	1.0	0.9
CCCCOC(=O)Nc1ccc(C(C)C)cc1	-0.3	-2.4	-7.9	3.4	4.0	-9.5	1.1	-4.9	-2.2	-0.1
Cc1cc(C)cc(OCC(=O)OCC(=O)NC2CC2)c1	-2.3	-3.9	3.3	1.2	0.1	-4.3	8.7	3.5	0.9	-0.2
CCN(C(=O)c1cccc(F)c1)c1ccccc1C	-0.6	-1.3	-1.8	1.9	0.4	4.3	2.4	23.4	6.2	-0.1
COC(=O)C1CC(=O)N(CCc2c[nH]c3ccccc23)C1 (stereo not given)	1.4	3.7	0.3	-5.5	6.1	4.8	2.4	4.2	-0.5	-1.2
CCc1ccc(N(CC(=O)Nc2sc3c(c2C(=O)OC)CCCC3)S(C)(=O)=O)cc1	-1.6	2.2	-4.5	-0.1	-5.2	3.5	-4.4	-1.6	0.3	-0.1
Cc1cc2ccccc2c(=O)n1CC(=O)NCCC1=CCCCC1	-0.6	-2.1	-3.0	-0.3	-3.7	1.8	-5.6	1.5	-2.4	1.5
Cc1nc(=O)c(-c2ccccc2)c(C)n1CCCO	1.2	3.1	-1.0	0.5	0.7	0.7	2.4	1.0	5.0	-0.1
Cc1ccc(Oc2nsnc2N2CCOCC2)cc1	-0.7	-1.0	-1.6	-1.6	-2.9	-1.1	6.5	-1.2	4.9	1.1
Cc1cccc(C(O)c2ncc(-c3ccc(Cl)cc3)[nH]2)c1C (stereo not given)	3.0	-2.3	0.1	-3.9	0.8	-3.7	-0.4	nt	1.7	-0.1
Cc1c(CC(=O)O)c(=O)oc2cc3occ(-c4ccc(F)cc4)c3cc12	1.1	1.4	6.6	-3.6	-1.2	-9.1	-8.6	-1.6	-5.7	-0.3
CC(=O)c1cccc(-c2ccnc3c2CC(C(=O)Nc2cccc(NS(C)(=O)=O)c2)O3)c1 (stereo not given)	-3.1	4.3	3.4	-5.5	5.5	-2.5	-0.7	nt	0.8	0.8
CCN(Cc1ccc(O)cc1)CC1CCCN(CCc2cccc(F)c2)C1 (stereo not given)	-4.6	3.7	2.9	-5.2	4.4	-7.5	8.1	1.8	9.1	-1.5
COc1ccccc1CNC(=O)C(C)Sc1ccc(C)cc1 (stereo not given)	6.3	2.5	-1.0	-4.1	-3.7	-5.0	-5.5	-8.5	-4.0	0.5
C[C@H](NC(=O)C1CCN(S(=O)(=O)c2ccccc2)CC1)C(=O)NCc1cccc(C(F)(F)F)c1	2.4	-3.1	-4.0	0.1	-3.1	-9.5	1.4	1.8	-1.9	-0.6
O=C(/C=C/[C@H]1O[C@@H](n2cnc3c(NC(=O)c4ccccc4)ncnc32)[C@H](O)[C@@H]1O)NCC1CCCCC1	-1.1	4.7	-1.2	-8.5	-0.6	3.6	6.6	nt	-3.7	-2.1
COc1cc(O)c(C(CC(=O)N2CCOCC2)c2ccc(N(C)C)cc2)c(OC)c1 (stereo not given)	1.5	-3.8	-0.7	0.4	1.8	-1.1	-2.0	1.9	6.5	-6.6
Nc1ccccc1Nc1ccccc1	5.6	-2.3	-2.8	-0.4	5.2	-1.3	5.1	18.6	7.0	-4.9
CC(C)(C)OC(=O)N1CCc2onc(-c3ccc(-n4cc(C5=CCCCC5)nn4)cc3)c2C1=O	1.2	-0.2	1.2	-2.2	-4.6	-0.7	3.5	nt	2.8	0.4
CCNc1nc(NCC)n2c(SCC(=O)Nc3ccc(C)c(C)c3)nnc2n1	0.0	-4.9	-0.4	-3.3	3.8	-2.6	-2.1	-4.4	-8.2	0.8
CC1(Cc2ccc(Cl)cc2)C(=O)Nc2ccc(S(=O)(=O)NC3CCCCC3)cc21 (stereo not given)	-0.9	4.2	2.1	-0.2	-18.4	6.9	-7.5	nt	-2.3	-0.2
Cc1ccc(C(C)C)c(O)c1C(=O)O	-3.1	3.0	2.9	2.3	1.4	4.2	-2.7	-3.3	4.7	-1.7
C[C@H]1[C@H](N(C)C)CC[C@@]23CCCN2C(=O)CCC[C@@H]13	0.7	-5.9	nt	1.0	2.9	6.8	1.9	nt	nt	nt
CNC(=O)C[C@@H]1CC[C@@H]2[C@H](COC[C@H](O)CN2S(=O)(=O)c2ccccc2Cl)O1	-4.2	-2.0	2.8	1.9	-1.0	-0.1	3.0	nt	2.4	-1.6
CCc1ccc(/C=C2\SC(N3CCCC3)=NC2=O)cc1	0.5	-16.2	-2.4	-3.4	-0.8	-11.7	-6.5	-2.6	5.3	-1.9

Bioassay records: PubChem, several laboratories
